CHO parental Ca: signal in parental CHO cells, OX1R antagonist counter-screen. inhibition, % at 5.6 µM. 0.63% of 330,000 active. AID 463079. parental CHO-K1, ATP-induced calcium, Fluo-8 fluorescence;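 active = inhibition above that plate's mean sample inhibition plus 3 SD, cut at about 26% in these data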;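 also: 0% = ATP-challenged DMSO wells and 100% = DMSO wells without ATP; some compounds past the cut are filed as inactive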
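Test system: parental CHO cells; detection: calcium-sensitive Fluo-8 fluorescence; evaluation: percent inhibition of calcium signal; also added: ATP as calcium-mobilizing challenge; repeats: one well per compound; control set: ATP-challenged DMSO wells low, unchallenged DMSO wells high; compound: single nominal dose of 5.6 µM per compound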
CHO-K1 Ca antag: nonselective inhibitor or artifact in parental CHO-K1 cells; ATP-induced calcium, Fluo-8 fluorescence; inhibition, % at 3 µM; 0.6% of 360,000 active;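 active = inhibition above a per-plate cutoff, the plate's mean sample inhibition plus 3 SD, cut at about 24% in these data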;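 also: 0% = DMSO plus EC80 ATP and 100% = DMSO alone without ATP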
TAAR1 antagonist: antagonists of human TAAR1 | Q96RJ0 | CHO RD-HGA16 TAAR1, Fluo-8 calcium fluorescence, antagonist | inhibition, % at 3 µM | 1.5% of 360,000 active | AID 624466;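 active = inhibition above a per-plate cutoff, the mean inhibition of test compounds on that plate plus 3 SD, cut at about 49% in these data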;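 also: 0% = DMSO plus EC80 beta-PEA response and 100% = DMSO alone without agonist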
Target sequence (Q96RJ0 whole entry, looked up): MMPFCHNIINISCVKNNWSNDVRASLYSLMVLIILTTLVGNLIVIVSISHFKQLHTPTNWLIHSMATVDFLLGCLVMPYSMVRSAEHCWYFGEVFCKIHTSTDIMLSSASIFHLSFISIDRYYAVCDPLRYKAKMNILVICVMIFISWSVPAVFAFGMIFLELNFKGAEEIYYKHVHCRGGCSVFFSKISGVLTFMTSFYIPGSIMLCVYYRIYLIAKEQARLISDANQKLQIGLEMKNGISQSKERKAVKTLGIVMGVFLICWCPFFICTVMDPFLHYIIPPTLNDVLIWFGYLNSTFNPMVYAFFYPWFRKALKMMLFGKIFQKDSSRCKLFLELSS
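Material: RD-HGA16 CHO cells with stable hTAAR1 and Gα16; Dosing: single nominal final test compound concentration of 3 µM; Schedule: seeding 17-24 h prior, 75-min 37 °C, 30-min RT dye loading; Detection: kinetic Fluo-8 calcium fluorescence measurement; Measure: % inhibition from peak post-agonist over basal fluorescence ratio; Benchmarks: vehicle and agonist controls.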
M1 antag: human CHRM1 antagonism; CHO-K1 hM1, Fluo-8 calcium fluorescence, ACh EC80 antagonist; inhibition, % at 3 µM; 1.3% of 360,000 active;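 active = percent inhibition above its own plate's cutoff, namely the mean of that plate's compound wells plus 3 SD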;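 also: peak over basal fluorescence ratio during 140 s after agonist addition; 0% = ACh EC80 plus DMSO and 100% = DMSO alone without agonist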
Target sequence (P11229 whole entry, looked up): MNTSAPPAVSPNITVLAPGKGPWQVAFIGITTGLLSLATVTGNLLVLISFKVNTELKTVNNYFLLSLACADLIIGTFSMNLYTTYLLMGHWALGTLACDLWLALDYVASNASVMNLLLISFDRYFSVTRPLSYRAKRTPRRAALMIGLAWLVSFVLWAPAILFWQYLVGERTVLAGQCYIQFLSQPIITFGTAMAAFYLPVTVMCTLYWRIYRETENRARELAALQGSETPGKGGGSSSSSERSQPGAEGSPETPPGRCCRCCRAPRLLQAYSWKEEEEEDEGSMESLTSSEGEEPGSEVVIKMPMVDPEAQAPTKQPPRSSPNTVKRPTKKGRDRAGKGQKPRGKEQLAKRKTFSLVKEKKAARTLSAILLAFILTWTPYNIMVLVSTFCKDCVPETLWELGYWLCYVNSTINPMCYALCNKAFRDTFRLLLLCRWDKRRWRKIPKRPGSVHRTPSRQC
CHO-K1 Ca ag: M1 agonist counterscreen hit in parental CHO-K1 cells. activation, % at 3 µM. AID 602248. Fluo-8 calcium fluorescence; scaled to maximal ATP response, vehicle zero. 0.48% of 360,000 active; in the data active = activation above about 15%;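 also: untransfected CHO-K1 host cells lacking M1 receptor as counterscreen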
CHO-K1 Ca PAM: M1 PAM counterscreen hit in parental CHO-K1 cells; activation, % at 3 µM; 0.02% of 360,000 active; ATP EC20, Fluo-8 calcium fluorescence; 0% at ATP EC20, 100% at ATP max;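 active = activation above the run cutoff, the mean activation of all test compounds plus 3 SD, cut at about 40% in these data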;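 also: peak over basal fluorescence ratio in a 140 s read after ATP addition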
CHRM1 agonist: human M1 muscarinic receptor agonism | P11229 | CHO-K1 hM1, Fluo-8 calcium fluorescence, agonist mode; 0% DMSO, 100% acetylcholine EC100 | 0.33% of 360,000 active | activation, % at 3 µM;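 active = activation above the run's mean compound activation plus 3 SD, cut at about 16% in these data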;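 also: peak over basal fluorescence ratio within a 140 s kinetic read after compound addition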
CHRM1 PAM: potentiates human M1 receptor response to acetylcholine | P11229 | CHO-K1 hM1, Fluo-8 calcium fluorescence, ACh EC20; 0% = ACh EC20, 100% = maximal ACh | activation, % at 3 µM | 0.088% of 360,000 active; in the data active = activation above about 19%, passing the limit was not always enough
TAAR1 ag: agonists of human TAAR1. Q96RJ0. CHO RD-HGA16 TAAR1, Fluo-8 calcium fluorescence; vehicle wells 0%, saturating PEA agonist 100%. activation, % at 3 µM. 0.99% of 360,000 active;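 active = activation above the mean activation of all test compounds in the run plus 3 SD, cut at about 38% in these data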
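Assay system – CHO-derived RD-HGA16 cells with stable Gα16 and human TAAR1 · Compound dosing – one-point dosing at 3 µM (nominal) · Incubation – 17-24 h seeding, 75 min 37 °C dye, 30 min RT · Measured by – kinetic Fluo-8 calcium fluorescence · Control set – DMSO vehicle as 0%, PEA at EC100 as 100% · Repeats – single well for each compound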
* hit, by the source's call; . = no result given.

SMILES	CHO parental Ca	CHO-K1 Ca antag	TAAR1 antagonist	M1 antag	CHO-K1 Ca ag	CHO-K1 Ca PAM	CHRM1 agonist	CHRM1 PAM	TAAR1 ag
CC1CCCC(C)N1CCNC(=O)C1CCN(S(=O)(=O)N2CCCCC2)CC1 (stereo not given)	-8.5	-3.7	0.6	17.8	0.1	10.2	-8.7	-13.7	0.0
NS(=O)(=O)c1ccc(NN=C2CCN(Cc3ccccc3)CC2)c([N+](=O)[O-])c1	-2.7	4.9	-24.1	0.8	0.1	-3.6	4.1	4.4	4.5
COc1ccc(CC(N)c2csc(Nc3nncc4ccccc34)n2)cc1 (stereo not given)	.	-1.0	37.2	1.2	3.7	6.9	6.4	-3.0	61.4*
COc1cc2ncnc(NCc3cc(F)ccc3F)c2cc1OC	-12.6	-13.3	-1.1	4.9	1.6	-12.9	-6.6	1.1	1.2
C/C(=N/n1cnnc1)c1cccnc1	7.2	2.5	1.4	-4.3	0.3	8.3	-2.0	8.4	12.8
COc1cc(NC(=O)CN2C(=O)NC(C)(CCC(C)C)C2=O)cc(OC)c1 (stereo not given)	-20.5	1.8	-9.3	-20.6	0.5	5.1	-2.7	3.2	2.0
CC(Oc1ccc(Cl)cc1Cl)C(=O)NC1=NN(c2ccccc2)C(=O)C1 (stereo not given)	-9.3	5.1	1.4	-3.7	0.1	-0.6	-3.5	2.4	4.8
CCCCCCN1CCN(C2CN(Cc3cn(Cc4cccc(Cl)c4)nn3)S(=O)(=O)C2)CC1 (stereo not given)	.	4.1	-42.1	.	-0.1	-17.1	.	.	3.5
O=C(CC1C(=O)NCCN1Cc1cccc(Oc2ccccc2)c1)NCCn1cccn1 (stereo not given)	-2.3	-2.3	-1.8	-6.2	1.2	16.4	-5.9	10.0	6.6
CCCCc1ccc(NC(=O)C2CCCO2)cc1 (stereo not given)	-6.4	-4.8	-10.8	0.2	-0.1	9.8	-4.3	5.3	0.8
COc1cn(-c2ccccc2)nc1C(=O)Nc1ccc(C)cc1Cl	-18.1	-14.6	0.2	-5.9	0.1	13.3	-4.3	8.0	-2.2
Cc1ccc(/C=C2/SC(=S)N(CCCC(=O)Nc3cc([N+](=O)[O-])ccc3O)C2=O)cc1	-3.8	-10.9	-36.2	-22.3	1.4	8.9	-0.5	4.8	2.4
CCc1ccccc1N(CC(=O)Nc1cccc(N(C)S(C)(=O)=O)c1)S(C)(=O)=O	-13.8	5.5	-2.7	15.9	0.7	1.8	-1.0	-7.3	8.2
COc1ccc(C(=O)N(CCc2ccccc2)Cc2ccccc2)c(OC)n1	3.4	-19.0	-9.8	1.0	1.7	-2.7	-6.4	3.9	6.4
C[C@@H](C(=O)Nc1ccc2ccccc2c1)[C@H]1C[C@]1(C)[C@H](NC(=O)c1cnccn1)c1ccccc1	-27.8	-8.3	18.1	14.0	-0.5	5.4	-13.2	-13.3	7.7
COc1cccc(-c2nnn(CC(=O)Nc3cc(OC)c(NC(=O)c4ccco4)cc3OC)n2)c1	-30.9	3.4	-8.5	-1.6	0.0	8.2	-4.9	6.6	0.8
COC(=O)N/N=C1\CCCc2c(C)cc(C)cc21	-6.9	-9.2	-0.4	7.9	-0.4	-9.4	-2.9	-2.4	3.3
Cc1ccc(CS(=O)(=O)CCC(=O)NCCCN2CCCC2=O)cc1	-16.3	-8.1	-1.0	-8.1	0.1	1.0	-2.2	4.0	-3.0
Cc1ccc(S(=O)(=O)NC(=O)C2(C)CCN2C(=O)Cc2ccc(Cl)cc2Cl)nc1 (stereo not given)	.	5.0	-6.9	-1.0	0.5	-5.8	-0.4	-1.4	3.9
Cc1ccc(-c2cc(C(=O)N3CCc4ccccc4C3)no2)cc1	-12.6	7.3	-9.8	-10.2	0.3	-2.6	-9.1	8.1	8.0
CCOC(=O)c1ccc(-n2c(CN3CCOCC3)nc3ccc([N+](=O)[O-])cc3c2=O)cc1	-16.4	2.4	-2.8	-1.9	2.5	-2.6	-3.6	-2.1	2.6
C/C(=N/Nc1ccc(F)cc1)c1ccc(Cl)s1	-1.6	-13.9	-4.2	-6.1	0.8	23.2	-7.3	5.3	-1.2
Cc1ccc(Sc2c(C(=O)Nc3ccc(F)cc3F)c(C(F)(F)F)nn2C)cc1	-22.8	-11.1	16.6	2.3	1.7	23.4	-5.6	-11.6	1.6
Cc1cc(NC(=O)CS(=O)(=O)c2cn(Cc3cccc(F)c3)c3ccccc23)no1	-25.7	-2.0	16.3	-9.4	2.5	6.6	17.0*	20.1	6.7
C/C(=N\N=C(/N)SC1CC(=O)N(c2ccc(Cl)c(Cl)c2)C1=O)c1cccs1 (stereo not given)	12.4	-13.6	10.6	0.6	3.2	11.4	-5.2	4.7	4.5
COC(=O)c1cccc(NC(=O)CCc2c(C)noc2C)c1	-10.7	-17.9	-34.9	4.4	0.8	-2.0	-1.8	7.8	4.8
CC(C(=O)N1CCCCCC1)c1ccc([N+](=O)[O-])cc1 (stereo not given)	-8.2	4.0	-4.5	-6.0	0.3	8.7	-9.9	0.5	3.1
O=C(NC1CCCCC1)Sc1ccc(Cl)cc1	11.3	23.8*	18.6	-2.3	0.0	-4.5	-0.6	4.3	2.5
COc1cc(NC(=S)N2CCN(c3ccccn3)CC2)cc(OC)c1	-4.2	7.4	-14.9	2.9	-0.3	-14.1	-5.5	8.1	0.9
O=C(CCCN1C(=O)c2cccnc2C1=O)Nc1ccc(Br)cc1	0.4	-12.6	-11.4	-3.5	-0.3	20.1	-1.8	7.2	0.6
O=C(OCC(=O)N1CCN(S(=O)(=O)c2ccc(Cl)cc2)CC1)c1cc(Br)ccc1O	4.9	0.7	-16.9	-0.4	1.2	-7.0	-0.9	1.3	1.4
Cc1ccc(N(CC(=O)NCc2ccccc2)C(=O)CCC(=O)Nc2ccccn2)cc1C	-17.6	5.1	8.9	7.6	1.0	18.0	-12.0	-13.1	2.3
COc1ccc(COc2ccccc2C(=O)Nc2ccccn2)cc1[N+](=O)[O-]	-5.8	-6.3	33.0	-4.2	1.8	6.9	-2.2	5.0	2.2
O=C(COC(=O)CCSc1ccccc1)Nc1ccccc1	1.9	-17.5	-6.5	-12.8	1.2	7.1	-2.2	8.5	13.6
O=C1CC2(CCCC2)Oc2ccc(Cl)cc21	-2.4	-10.9	-14.8	16.7	0.4	11.7	-2.5	-3.7	2.1
CS(=O)(=O)c1ccc(Cl)c(NC(=O)CCCc2nc3ccccc3c(=O)[nH]2)c1	-12.6	-3.5	2.6	-8.9	1.0	3.2	-4.4	4.2	1.5
CC(C)NC(=O)c1c(O)c2cccc3c2n(c1=O)CCC3	-13.3	-9.4	-1.5	-23.3	0.2	18.6	-2.6	14.4	1.4
CC(=O)c1ccc(NC(=O)CSc2nc(N3CCOCC3)nc(N3CCOCC3)n2)cc1	-0.8	5.6	-5.7	-9.0	-0.4	-16.4	0.2	16.4	1.1
CCOc1ccc(NC(=O)c2sc(NC(C)=O)c(C(=O)OC)c2C)cc1	-1.5	-12.2	7.3	-12.1	0.4	11.8	-3.0	12.5	0.6
CC(C)(C)c1ccc(CC(=O)N2CCC2(C)C(=O)NS(=O)(=O)c2ccc(Cl)s2)cc1 (stereo not given)	.	-12.8	-6.4	-8.3	0.3	11.6	-1.9	2.8	2.4
Cc1cc(C)nc(-n2nc(C)cc2NC(=O)CNCc2ccccc2)n1	-12.8	-4.1	-8.4	-15.4	-0.1	7.5	-0.4	12.3	0.5
CCN1C(=O)[C@H]2[C@@H](c3ccc(-c4cccc(Cl)c4)cc3)N[C@@](Cc3ccccc3)(C(=O)OC)[C@H]2C1=O	-7.0	-24.4	-11.1	-10.5	1.5	25.7	2.2	15.1	3.9
Cn1c(Cn2nnc3ccccc32)nnc1SCC(=O)Nc1ccc2c(c1)OCO2	-13.0	-30.1	4.7	-7.0	0.2	14.7	-15.6	1.9	-2.8
Cc1ccc(Cl)cc1NC(=O)c1ccccn1	-5.1	-14.2	23.8	0.8	0.0	18.3	-5.4	6.0	11.7
Cc1cc(=O)oc2cc(OCC3CC(c4ccccc4)=NO3)ccc12 (stereo not given)	-16.2	-6.7	.	-4.0	2.4	-5.4	-9.8	0.4	.

Compound profiles, from the list above. Order of values: CHO parental Ca | CHO-K1 Ca antag | TAAR1 antagonist | M1 antag | CHO-K1 Ca ag | CHO-K1 Ca PAM | CHRM1 agonist | CHRM1 PAM | TAAR1 ag
C/C(=N/Nc1ccc(F)cc1)c1ccc(Cl)s1 as listed: -1.6 | -13.9 | -4.2 | -6.1 | 0.8 | 23.2 | -7.3 | 5.3 | -1.2
O=C1CC2(CCCC2)Oc2ccc(Cl)cc21 as listed: -2.4 | -10.9 | -14.8 | 16.7 | 0.4 | 11.7 | -2.5 | -3.7 | 2.1

Remaining list, next part
SMILES	CHO parental Ca	CHO-K1 Ca antag	TAAR1 antagonist	M1 antag	CHO-K1 Ca ag	CHO-K1 Ca PAM	CHRM1 agonist	CHRM1 PAM	TAAR1 ag
COc1ccc(CNC(=O)CCC(=O)N2CCN(S(=O)(=O)c3ccc(Cl)cc3)CC2)cc1	-22.5	4.0	13.4	-2.3	-0.2	14.1	-8.1	1.4	0.6
Cn1cc(Br)c(C(=O)NC2C3CC4CC(C3)CC2C4)n1 (stereo not given)	-10.0	-23.1	-4.5	-8.2	1.2	18.3	-2.7	11.1	13.0
CCc1nnc(NC(=O)c2ccc3c(=O)n4c(nc3c2)CCC4)s1	.	-0.6	-7.2	1.4	0.0	1.5	-2.4	3.8	0.1
Cn1c(=O)c(=O)n(C)c2cc(N3CCCCC3)c(NS(=O)(=O)c3ccc(Br)cc3)cc21	-23.6	-9.8	-34.7	-17.6	-0.2	24.2	-3.2	16.4	-0.7
CN1CCN(C2CC(=O)N(c3ccc4c(c3)OCCO4)C2=O)CC1 (stereo not given)	1.6	-6.7	32.2	-26.4	0.5	14.2	-2.6	1.4	-0.6
O=S(=O)(/C=C/c1ccccc1)NC1CCCCCC1	-14.5	0.0	19.9	-12.5	1.1	8.3	-11.4	9.8	5.4
Cc1c(C(=O)N/N=C/c2ccccc2)sc(=S)n1C	-9.1	6.0	-9.9	-2.1	-0.1	4.9	-2.4	1.3	1.6
CN(Cc1ccccc1)C(=O)c1[nH]cnc1C(=O)NCc1ccccc1	-18.1	-13.8	18.2	8.7	0.2	7.5	-0.6	-1.1	2.8
Oc1cc(NCc2ccc(Cl)cc2)cc2cccnc12	-12.8	-8.4	-5.9	2.3	0.1	14.2	-5.8	1.9	2.3
CN(C)C1(CNCC(O)c2ccccc2)CCCCC1 (stereo not given)	0.7	-7.8	-10.8	-7.2	0.2	7.8	-10.3	2.3	0.6
CCNC(=O)C1(C)CCCN(Cc2ccccc2-c2ccccc2)C1 (stereo not given)	.	-2.3	-19.3	2.2	0.2	-4.3	-9.7	-9.1	0.8
COc1ccccc1OCC(=O)Nc1ccc(S(=O)(=O)N2CCCC2)cc1	-5.4	-16.2	-1.8	-4.6	3.0	8.6	-10.4	-1.1	1.3

Screening results as filed in PubChem.
